aSyn yeast rescue: qHTS of alpha-syn Inhibitors: NCGC Sytravon Library Screen; AID 1347070, 2019; Potency, µM (highest dose often 46.1 µM), without a hit: at the highest dose growth rescue (activation), usual class: activators; S. cerevisiae alpha-synuclein toxicity rescue, BacTiter-Glo growth, 24 h; 94,000 tested, 0.02% active; active means well fitted activation curve with a large enough effect; inconclusive means small, poorly fitted or top-dose-only effect; further: 0% is about no effect
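Growth restoration measured by BacTiter-Glo luminescence after 24 hr at 30 deg C; alpha-synuclein yeast, raffinose-pregrown to mid-log, were added at OD600=0.02 in galactose medium onto pinned compounds.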
* hit, by the source's call; ? = inconclusive; [ ] = remark or other dose. Potency means the concentration at half of the fitted maximal effect.

SMILES	aSyn yeast rescue
Cc1ccccc1C(=O)Nc1cccc(NC(=O)c2ccc(C(C)(C)C)cc2)c1	2%
CCOc1ccc2nc(N/C(N)=N/C(=S)Nc3ccc(OC)cc3)nc(C)c2c1	-19%
O=C(COC(=O)c1ccc2ccccc2c1)NCc1ccccc1	-6%
O=C(O)CCNC1C=CS(=O)(=O)C1 (configuration not stated)	5%
O=C(OCC1CCCO1)c1ccc2c(c1)N(Cc1ccc(F)cc1)C(=O)c1ccccc1S2(=O)=O (configuration not stated)	3%
Fc1ccc(-c2csc(-c3nc(-c4ccc(Br)s4)cs3)n2)cc1	-5%
COc1ccc(Nc2ncnc3c2nc2n3CCCCC2)cc1	-3%
COc1ccc2cc(C(C)C(=O)NC3CCC(O)CC3)ccc2c1 (configuration not stated)	11%
COc1ccc(N2CCN(S(=O)(=O)c3ccc(F)c(C(=O)Nc4ccccc4Cl)c3)CC2)cc1	-1%
Cc1c(CC(=O)N2CCCCC2)c(=O)oc2c(C)c3occ(C(C)(C)C)c3cc12	-3%
O=C(COc1ccccc1Cl)NCCCNC(=O)c1ccncc1	8%
COC(=O)c1cc(-c2ccc(C)cc2)c2c(=O)n(C)c(=O)n(C)c2n1	11%
CCN(CCCNC(=O)CSc1cc(=O)n(CC)c2ccccc12)c1cccc(C)c1	-7%
O=C(Nc1nc2c(Cl)cccc2s1)c1ccc(S(=O)(=O)N2CCc3ccccc32)cc1	-4%
CC(C)c1ccc(CNc2n[nH]c(-c3ccco3)n2)cc1	8%
COC(=O)CSc1ncnc2scc(-c3ccccc3)c12	-14%
COc1ccc(C)cc1NC(=O)CCc1c(C)nn(-c2ccc(N3CCCCC3)nn2)c1C	-1%
COc1cc2c(cc1OC)C(c1ccc(F)cc1)N(c1ccccc1)C(=O)C2 (configuration not stated)	0%
Cc1ccccc1CNC(=O)c1oc2c(c1C)-c1nn(Cc3ccc(Cl)cc3)cc1CC2	25%
COc1cccc(NC(=S)N2CCn3cccc3C2c2cccnc2)c1 (configuration not stated)	2%
O=C(CCn1c(=O)oc2ccccc21)Nc1cccc(Cl)c1	-3%
O=C(COc1ccc(S(=O)(=O)N2CCCC2)cc1)Nc1ccc2c(c1)OCCO2	-6%
COc1ccccc1OCC(=O)NNC(=O)Nc1ccc(Cl)cc1	10%
CCn1cc(C(=O)N2CCOCC2)c(=O)c2cc(S(=O)(=O)N(C)C)ccc21	3%
Cc1c(Cc2ccccc2)c(=O)oc2cc(OCC(=O)c3ccccc3)ccc12	-3%
Further records follow:
SMILES	aSyn yeast rescue
CN(C)S(=O)(=O)c1ccc(N)c([N+](=O)[O-])c1	-8%
CCOC(=O)c1[nH]c2c(c1Cc1ccccc1OC)C(=O)CC(c1ccc(OCC)cc1)C2 (configuration not stated)	-15%
O=C1CCNc2c(Cl)cccc21	-7%
Cc1ccc(S(=O)(=O)N(CC(O)Cn2c3ccccc3c3ccccc32)c2cccc(C(=O)NCCO)c2)cc1 (configuration not stated)	8%
CCCN1CCN(CCCNC(=O)Cn2nc(CC)n3c(cc4occc43)c2=O)CC1	-3%
Cc1nc2cc(-c3ccccc3)nn2c(C)c1CCC(=O)N1CCN(c2ccc(F)cc2)CC1	?
CCOC(=O)c1c(NC(=O)CCC(=O)O)sc2c1CC(C)(C)OC2	15%
Cc1nn(C)c(C)c1Nc1ccc(N2C(=O)C3CC=CCC3C2=O)cc1[N+](=O)[O-] (configuration not stated)	-3%
CCOc1ccccc1NC(=O)COC(=O)COc1cccc2c1OC(C)(C)C2	-1%
Cc1ccccc1CCNC(=O)C1CCN(c2nc3ccccc3nc2C(F)(F)F)CC1	-8%
COc1ccc(Cl)cc1NC(=O)c1cn(C2CCCC2)c(=O)c2c1c1ccccc1n2C	5%
Cn1cnc2c(=O)oc3ccc(S(=O)(=O)N4CCN(c5cccc(Cl)c5)CC4)cc3c21	-6%
CCc1cccc(-n2nnc(-c3nsc(NC(=O)c4ccc(C)cc4)n3)c2C)c1	-8%
O=C(O)Cn1c(=O)c2c(c3ccccc31)CCC2	5%
COc1ccccc1OCC(=O)NCC1(N(C)C)CCCCC1	1%
COc1ccc(CCNC(=O)CCc2cn(Cc3ccc(C)cc3)c3ccccc23)cc1OC	5%
Cc1ccc(C)c(N2CCN(C(=O)c3cc4c(=O)n(Cc5cccnc5)ccc4nc3C)CC2)c1	-5%
NC(=O)C1(N2CCCCC2)CCN(C(=O)Nc2ccc(F)cc2)CC1	0%
Cc1noc(NS(=O)(=O)c2ccc(N/C=C\C(=O)c3ccc(F)cc3)cc2)c1C	-1%
O=C(CCN1C(=O)c2ccccc2Sc2ncccc21)Nc1ccc(F)cc1F	-16%
CC(=O)Nc1ccc(NC(=O)C(C)OC(=O)c2ccc(-n3cnnn3)cc2)cc1 (configuration not stated)	-8%
COc1ccc(Cc2noc(CN3CCN(C4CCc5ccccc5C4)CC3)n2)cc1OC (configuration not stated)	4%
CC(=O)c1ccc(OCC(O)CNCc2ccc3c(c2)OCO3)cc1 (configuration not stated)	-7%
Fc1ccc(Nc2ncnc3sc4c(c23)CCC4)cc1	?
Cc1ccc2c(CC(=O)Nc3ccc(S(=O)(=O)N4CCCCC4)cc3)coc2c1C	-2%

Structures from the list above with a tert-butyl group (2):
SMILES	aSyn yeast rescue
Cc1ccccc1C(=O)Nc1cccc(NC(=O)c2ccc(C(C)(C)C)cc2)c1	2%
Cc1c(CC(=O)N2CCCCC2)c(=O)oc2c(C)c3occ(C(C)(C)C)c3cc12	-3%

Continuation:
SMILES	aSyn yeast rescue
CC(NC(=O)CCC(=O)c1ccccc1)c1ccc(F)cc1 (configuration not stated)	4%
COc1ccc(OC)c(N(C(=O)c2snc(C(N)=O)c2N)C(C(=O)NCC2CCCO2)c2ccc3ncccc3c2)c1 (configuration not stated)	2%
COCCNc1nc2nonc2nc1N(C)Cc1cccc2cnccc12	-47%[inhibitor]
CC(NC(=O)c1ccc2c(c1)sc1nc(-c3ccccc3)cn12)C12CC3CC(CC(C3)C1)C2 (configuration not stated)	0%
CCOc1ccc(NC(=O)Cn2nc3c(cc2=O)CC(C)CC3)cc1 (configuration not stated)	3%
O=C(c1ccccc1)n1nc(-c2ccc(Cl)cc2)nc1NCc1ccco1	-4%
O=[N+]([O-])c1cc(Br)c2c(c1)CCN2	0%
COc1ccc(O)c(/C=N/N2CCOCC2)c1	-1%
Cn1c(=O)oc2cc(S(=O)(=O)CCC(=O)N3CCN(c4ccccc4)CC3)ccc21	2%
Cc1ccc(-c2nnc(Nc3cccc(Cl)c3)c3ccccc23)cc1S(=O)(=O)N1CCOCC1	0%
O=c1[nH]c(CSc2ncnc3sccc23)nc2cc(C(F)(F)F)ccc12	1%
COC(=O)c1ccc(C2C(C(=O)Nc3ccccc3)=C(C)Nc3nc4ccccc4n32)cc1 (configuration not stated)	-7%
CC1CCCCC1NC(=O)C1CCN(c2c3c(nc4ncnn24)CCC3)CC1 (configuration not stated)	-45%[inhibitor]
CCOc1ccc(OCC)c(NC(=O)CCc2nc3cccnc3n2Cc2cccs2)c1	-3%
COCCNC(=O)C1CCCN(S(=O)(=O)c2c(C)noc2/C=C/c2cccs2)C1 (configuration not stated)	1%
Cc1cc(Br)ccc1NC(=O)c1c(C)oc2ncnc(N3CCCCC3)c12	1%
O=C(NC1CCCC1)c1cc(-c2cccc(Cl)c2)on1	1%
C[C@H]1CCCCO[C@H](CN(C)Cc2ccc(C(=O)O)cc2)[C@@H](C)CN([C@@H](C)CO)C(=O)c2cc(NS(=O)(=O)c3cn(C)cn3)ccc2O1	-5%
O=C(O)CCc1ccc(-c2ccccc2)n1CC(=O)Nc1ccccc1C(F)(F)F	1%
CCc1ccc(NC(=O)CSc2nc(-c3ccccc3)c(C#N)c(=O)[nH]2)cc1	1%
COc1ccc(Nc2nc(NN)nc(C)c2[N+](=O)[O-])cc1	-4%
CC(=O)C1=C(O)C(=Cc2ccccc2)OC1=O	-2%
CC1CN(C(=O)CCC(=O)NCc2ccc(F)cc2)c2ccccc2S1 (configuration not stated)	-2%
COc1c(C)cccc1C(=O)Nc1cccc2ccc(C)nc12	-4%
COc1ccccc1Nc1nc(NCC2CCCO2)c2ccccc2n1 (configuration not stated)	3%

For reference, 2 of the compounds above:
SMILES	aSyn yeast rescue
COc1c(C)cccc1C(=O)Nc1cccc2ccc(C)nc12	-4%
COc1ccccc1Nc1nc(NCC2CCCO2)c2ccccc2n1 (configuration not stated)	3%

Continued:
SMILES	aSyn yeast rescue
CN(Cc1ccccc1)C(=O)c1ccc(CSc2nc3cccnc3n2Cc2ccccc2F)cc1	2%
O=C(O)c1ccccc1-c1ccccc1C(=O)Nc1cccc(O)c1	-16%
COc1ccc(C(=O)NNC(=O)C(=O)/C=C(\O)c2ccc(C)cc2)cc1	7%
CCOC(=O)c1c(C)[nH]c(C)c1S(=O)(=O)N1CCCC(C(=O)NCc2cccc(C)c2)C1 (configuration not stated)	7%
CNC(=O)c1c(NC(=O)c2nc(SCc3ccc(C)cc3)ncc2Cl)sc2c1CCCC2	8%
Cc1cccnc1NC(=O)c1ccco1	-8%
NC(=O)CSc1oc(-c2ccco2)nc1S(=O)(=O)c1ccc(Br)cc1	-7%
Cc1[nH]c2c(Cl)cccc2c1CCNC(=O)C1CCCCC1C(=O)OCC(F)(F)F (configuration not stated)	10%
COC(=O)c1nn(-c2ccc(OC)cc2)ccc1=O	-4%
CCN(Cc1ccccc1)Cc1c(O)ccc2oc(C)c(C(=O)Nc3ccc(C)cc3C)c12	6%
Cc1ccc(N(CC(=O)NC2CCCC2)C(=O)CCC(=O)Nc2nccs2)c(C)c1	-6%
CCN1CCN(C(c2cccc(F)c2)c2c(O)cc(C)n(Cc3ccco3)c2=O)CC1 (configuration not stated)	1%
CCOc1ccc(NC(=O)C(Cc2ccccc2)NS(=O)(=O)c2ccc3c(c2)oc(=O)n3C)cc1 (configuration not stated)	-10%
COc1cc(NS(=O)(=O)c2ccc3c(c2)CCCN3C(C)=O)cc(OC)c1OC	-1%
COc1ccc(-c2nc3ccccc3o2)cc1NC(=O)c1ccc(N2CCC(C)CC2)c([N+](=O)[O-])c1	4%
COC(=O)C1CCN(C(c2ccccc2Cl)c2sc3nc(-c4ccco4)nn3c2O)CC1 (configuration not stated)	10%
CCCCc1ncc(CN2CCN(Cc3ccc(C)cc3)C(CCO)C2)[nH]1 (configuration not stated)	-3%
N#Cc1c(N)c(C(=O)c2ccccc2)n2ccccc12	?
CCOc1ccccc1C1c2cc3c(cc2OC(C)(N2CCCC2)C1C)OCO3 (configuration not stated)	1%
Cc1ccc2nc(CN3CCN(S(=O)(=O)c4ccc(C)c(C)c4)CC3)oc2c1	4%
CC(C)C(NC(=O)OCc1ccccc1)C(=O)OCC(=O)NC1CC1 (configuration not stated)	8%
CCn1c(SCC(=O)N(C)CCC#N)nc2cc(S(=O)(=O)N3CCOCC3)ccc21	-11%
O=S(=O)(c1cccc(Cl)c1Cl)N1CCN(C(=S)NCCCN2CCOCC2)CC1	0%
O=c1c2ccccc2on1-c1ccccc1	5%
O=C(CSc1nnc(CNC(=O)c2c(F)cccc2F)o1)NCc1ccc2c(c1)OCO2	4%
The listing continues.
SMILES	aSyn yeast rescue
Cc1noc(-c2ccc(-c3noc(-c4ccc(C(F)(F)F)cc4)n3)cc2)n1	-10%
CCOc1ccccc1Nc1ncnc2c1c(-c1ccccc1)cn2-c1ccc(OC)cc1	0%
Cn1c(=O)c2c(nc(CN3CCN(C(=O)c4ccco4)CC3)n2CCCc2ccccc2)n(C)c1=O	2%
CSc1nnnn1-c1ccc(Cl)cc1	6%
CC1(C)CC(=O)C=C(c2ccccc2-c2ccc3cc[nH]c3c2)C1=O	8%
C[C@H](CO)N1C[C@H](C)[C@H](CN(C)C(=O)Nc2ccc(C(F)(F)F)cc2)OCc2cnnn2CCCC1=O	5%
C=CCNC(=O)c1c(Cl)nc(C)c([N+](=O)[O-])c1C	5%
COC(=O)N/N=C/c1ccc(-c2ccc(Cl)c(Cl)c2)o1	-11%
CCOC(=O)C1CCN(C(=O)c2cc3c(=O)n4cccc(C)c4nc3s2)CC1	1%
Cc1[nH]c2ccccc2c1CCNC(=O)c1c(N)no[n+]1[O-]	-1%
O=C(N/N=C/c1ccc2c(c1)OCO2)c1cccc(NC(=O)c2ccccc2Cl)c1	3%
COc1cccc(/C=C/C(=O)OCC(=O)c2ccc(S(=O)(=O)N3CCCCC3)cc2)c1OC	12%
Cc1cccc(N2CCN(C(=O)Cn3cnc4sc(C)c(S(=O)(=O)N5CCN(c6ncccn6)CC5)c4c3=O)CC2C)c1 (configuration not stated)	1%
Cc1cccc(NC(=O)c2ccc(F)c(S(=O)(=O)NCc3ccc4c(c3)OCO4)c2)c1	14%

Seven entries from above, in markdown:
| Structure | aSyn yeast rescue |
| --- | --- |
| CCOc1ccccc1Nc1ncnc2c1c(-c1ccccc1)cn2-c1ccc(OC)cc1 | 0% |
| Cn1c(=O)c2c(nc(CN3CCN(C(=O)c4ccco4)CC3)n2CCCc2ccccc2)n(C)c1=O | 2% |
| CSc1nnnn1-c1ccc(Cl)cc1 | 6% |
| CC1(C)CC(=O)C=C(c2ccccc2-c2ccc3cc[nH]c3c2)C1=O | 8% |
| C[C@H](CO)N1C[C@H](C)[C@H](CN(C)C(=O)Nc2ccc(C(F)(F)F)cc2)OCc2cnnn2CCCC1=O | 5% |
| C=CCNC(=O)c1c(Cl)nc(C)c([N+](=O)[O-])c1C | 5% |
| COC(=O)N/N=C/c1ccc(-c2ccc(Cl)c(Cl)c2)o1 | -11% |

This is a subset; count on the stated rates, not on these rows.
